# Screening results as filed in PubChem BioAssay.
# p53ts 32C kill = qHTS Screen for Compounds that Selectively Target Cancer Cells with p53 Mutations: Cytotoxicity of p53ts Cells at the Permissive Temperature; H1299-p53A138V at 32C, ATP luminescence viability, 24 h; Potency, µM (highest dose often 46.1 µM), without a hit: at the top dose activity change, negative = cytotoxicity, most hits filed as cytotoxic; actives 0.93% (n = 130,000); AID 924, 2007;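 note: 0% = DMSO and -100% = full killing by reference compound; nearly all actives have a fitted effect of over 55% in size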
#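 Viability by ATPlite luminescence after 24 h compound treatment (up to 46 uM) at the permissive 32C. Cells are H1299 carrying p53 A138V. Scale runs from DMSO basal to 100 uM tamoxifen as full kill; AC50 from Hill fits.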
# Imprint erasure = qHTS Assay for Compounds that Induce Erasure of Genomic Imprints. mouse ES Peg3-LacZ reporter, beta-gal luminescence, 40 h. Potency, µM (series often up to 60.7 µM), without a hit: top-dose activity change, positive = activation, most hits filed as activators. actives 0.02% (n = 110,000);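 note: 0% = negative control wells on the plate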
#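 Readout: BetaGlo luminescence (5 min, room temp) for LacZ from the normally silent maternal Peg3 allele in female Peg3LacZ-Neo ES cells. Cells 300/well, 40 h, 37C, 5% CO2. Data normalized per plate to negative controls.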
# IkB sig inh = IkB Signaling. actives 0.04% (n = 110,000). ABC-DLBCL IkBa-CBG/CBR dual luciferase ratio, 4 h; response scale: scaled: untreated 0%, proteasome inhibitor 100%. Potency, µM (highest dose often 57.1 µM), for the others: at the top dose IkBa stabilization activation; active = well fitted curve in the direction sought with a large enough effect in the signal ratio, not every such curve was filed as active; inconclusive = small, poorly fitted or top-dose-only effect, or a change in a side signal; the % refers to the signal ratio;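 note: the direction sought is a rising ratio; 0% = basal untreated cells and 100% = reference inhibitor full response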
#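 Curves were fitted separately to fusion (green), unfused (red) and ratio luminescence, then classed by r2, magnitude and activity. Cells: OCI-Ly3, 4 h compound plus doxycycline at 37C; 10 uM MG-132 defined full response.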
# p53ts 39C tox = qHTS Screen for Compounds that Selectively Target Cancer Cells with p53 Mutations: Cytotoxicity of p53ts Cells at the Nonpermissive Temperature; AID 902, 2007; actives 1.5% (n = 130,000); Potency, µM (series often up to 46.1 µM), without a hit: top-dose activity change, negative = cell killing, hits mostly cytotoxic; H1299-p53A138V viability at 39C, ATP luminescence, 24 h; note: nearly all actives have a fitted effect of over 55% in size
# Active calls of the source: *; u = inconclusive; x = no result given; [ ] = remark or other dose. Unless noted, calls come from the whole dose curve; as a rule, active = well fitted curve in the direction sought with a large enough effect; inconclusive = small, poorly fitted or top-dose-only effect, or another doubt; inactive = no such curve, though single readings can be large; an effect the other way counts as inactive or inconclusive. Unless noted, % is set by controls: 0 for no effect and ±100 for the full control effect; potency is the fitted concentration of half-maximal effect.
# Results follow in this order: p53ts 32C kill	Imprint erasure	IkB sig inh	p53ts 39C tox
Nc1nc2n(n1)C(c1cccc(Br)c1)CC(c1ccc(F)cc1)N2 (configuration not stated)
  9%	-11%	0.5%	-2%
CN(C)c1ncc2nc(-c3ccc(Cl)cc3)c(=O)n(-c3ccccc3)c2n1
  -5%	0%	-4.5%[11.4 µM]	15%
CCOC(=O)N(C)OC(=O)Nc1ccc(Cl)c(Cl)c1
  4%	-3%	2.6%	1%
COc1cccc(Nc2ncc3nc(-c4ccccc4)c(=O)n(C[C@H]4CCCO4)c3n2)c1
  -4%	x	-4.8%[11.4 µM]	-2%
CCCNC(=O)c1nc2ncc(Br)cn2n1
  -9%	-12%	0.4%	-13%
COCC(=O)N1CCC2(CC1)CCN(C(=O)NC(C)C)CC2
  1%	x	-0.6%[11.4 µM]	6%
CN1CCCCc2c1nc1ccccc1c2N (tested in a mixture with another compound)
  -2%	x	-0.6%	-5%
COc1ccccc1CN(Cc1c(Cl)cccc1Cl)S(=O)(=O)c1ccc(Br)cc1
  -2%	-8%[10.9 µM]	u	u
Cc1ccc(C)c(CSc2nc(-c3ccccc3F)nc3c2Cc2c(CO)cnc(C)c2O3)c1
  11%	-4%[10.9 µM]	1.5%	35%[activator]
COc1ccc(NC(=O)CCN2CCN(S(=O)(=O)c3cc(Cl)ccc3OC)CC2)cc1
  -8%	-13%	-0.7%	3%
O=C(O)CCN1Cc2ccccc2C1=O
  -3%	4%	1.7%	-7%
O=C(OCc1ccccc1Cl)c1ccc(-c2nnn(Cc3ccccc3Cl)n2)cc1
  -5%	15%[10.9 µM]	-5.1%	14%
O=C(c1ccc(N2C(=O)CCC2=O)cc1)N1CCN(c2ccccc2)CC1
  -11%	-17%	0.6%	-3%
Cn1c(=O)c2c(nc(N3CCNCC3)n2Cc2cccc3ccccc23)n(C)c1=O
  -3%	-5%	1.3%	0%
O=C(O)c1ccccc1OCCOc1ccccc1C(=O)O
  0%	3%	-0.5%	10%
Cc1ccc(C)c(N2CCN(C(=O)c3ccc(Cn4c(=O)[nH]c5ccccc5c4=O)cc3)CC2)c1
  15%	-30%[inhibitor]	u	-5%
Cc1ccc(C)c(NC(=O)CCCn2nc(C)c3sc4ccccc4c3c2=O)c1
  -10%	17%[10.9 µM]	-1.2%	5%
C=CCOc1ccccc1/C=c1\sc2nc(-c3oc4ccccc4c3C)nn2c1=O
  14%	-2%	-0.9%	16%
Cc1cc(C)c2c(n1)nn1c(C)c(CCC(=O)NCc3ccco3)c(C)nc21
  8%	-12%	-1.6%	4%
O=C(NCCc1csc2nc(-c3cccc(F)c3)nn12)c1ccc(Br)o1
  -8%	12%[10.9 µM]	u	u
CCCCNc1nc2c(S(=O)(=O)c3ccc(C)c(C)c3)nnn2c2ccsc12
  7%	-13%[10.9 µM]	0.6%	4%
CCCCCCCCCCCCC(C(=O)O)C(C)C(=O)O (configuration not stated)
  -25%	-21%	x	-1%
CC(=O)Nc1ccc(/C=N/Nc2nc3ccccc3[nH]2)cc1
  u	x	x	u
Cc1nc(N2CCCC2)c2c(C(=O)N3CCN(c4ccccc4)CC3)c(C)oc2n1
  9%	-7%[10.9 µM]	1.5%	14%
Cc1ccc(C)c(N2C(=O)CC(N3CCN(Cc4ccc5c(c4)OCO5)CC3)C2=O)c1 (configuration not stated)
  1%	-6%	1.9%	13%
Nc1cccc2cnccc12
  14%	-5%	-1.1%	-1%
CN(C)c1ccc(CNC23CN4CN(CN(C4)C2)C3)cc1
  1%	0%	1.1%	7%
Clc1ccc(C2=CSC3=Nc4cccc5cccc(c45)N23)cc1
  -29%	x	x	-10%
COc1ccc(CNC(=O)c2cc3cccc4c3n2CC(C)S4)cc1OC (configuration not stated)
  9%	u	u	-16%
Cc1cc(=O)c2n(Cc3ccc(Cl)cc3)nc[n+]2[nH]1
  6%	-4%	0.2%	-3%
COc1ccc(OC)c(N(CC(=O)NCCSc2ccccc2)S(C)(=O)=O)c1
  -1%	-9%	0.3%	5%
c1ccc(N2CCN(Cc3ccnc4ccccc34)CC2)cc1
  -6%	-40%[inhibitor]	-0.5%	3%
O=C(NCc1cccs1)c1cccc(N2CCCC2=O)c1
  6%	-10%	-1.6%	-9%
CNC(=O)C1CC(=O)N(Cc2ccc3c(c2)OCO3)C(=Nc2ccc(OC)cc2)S1 (configuration not stated)
  -5%	-11%	1.0%	-11%
CCc1ccc2c(c1)-c1ccccc1S(=O)(=O)N2CC(=O)N1CCCCC1
  5%	-15%[10.9 µM]	-2.3%	20%
O=c1c2cnn(-c3ccccc3)c2ncn1/N=C/c1ccncc1
  -1%	-9%	0.7%	-11%
CCOc1ccccc1NC(=O)Cn1c(=O)n(CCC(=O)NCc2ccc3c(c2)OCO3)c(=O)c2ccccc21
  7%	19%[10.9 µM]	4.9%	u
O=S(=O)(Nc1cccc2ncccc12)c1cccs1
  18%	-26%	u	57%[activator]
CCOc1cccc(CC(=O)N2CCc3c([nH]c4ccccc34)C2c2ccccc2)c1OCC (configuration not stated)
  5%	9%[10.9 µM]	0.1%	-2%
O=C(Nc1ccc(N2CCCC2)c(Cl)c1)c1ccc(Br)o1
  -21%	-42%[inhibitor]	u	-17%

# Quoted from the results shown for reference:
# Results follow in this order: p53ts 32C kill	Imprint erasure	IkB sig inh	p53ts 39C tox
CCCCNc1nc2c(S(=O)(=O)c3ccc(C)c(C)c3)nnn2c2ccsc12
  7%	-13%[10.9 µM]	0.6%	4%
CCCCCCCCCCCCC(C(=O)O)C(C)C(=O)O (configuration not stated)
  -25%	-21%	x	-1%
CC(=O)Nc1ccc(/C=N/Nc2nc3ccccc3[nH]2)cc1
  u	x	x	u
Cc1nc(N2CCCC2)c2c(C(=O)N3CCN(c4ccccc4)CC3)c(C)oc2n1
  9%	-7%[10.9 µM]	1.5%	14%

# Other records follow:
Molecule,p53ts 32C kill,Imprint erasure,IkB sig inh,p53ts 39C tox
CC1CCCC(NC(=O)Cc2ccc(Br)cc2)C1C (configuration not stated),24%,x,x,7%
Cn1c(CN2CCCC2)nc2cc(NS(=O)(=O)c3ccccc3)ccc21,-1%,-15%,-0.4%,5%
C=C(C)CSc1nc2ncccc2[nH]1,-2%,-27%,-1.3%,6%
O=C(Nc1cnc2ccccc2c1)c1cccnc1,-10%,-71%[inhibitor],-0.3%,-4%
Cc1cc(C)nc(Nc2n[nH]c(COc3ccccc3)n2)n1,6%,-4%,6.4%,5%
CCOc1ccccc1NC(=O)C(CC)Sc1nc2ccncc2[nH]1 (configuration not stated),5%,-6%[10.9 µM],u,7%
COc1ccccc1NC(=O)C(Cc1ccccc1)NS(=O)(=O)c1ccc2c(c1)CCN2C(C)=O (configuration not stated),10%,-10%[10.9 µM],u,23%
CC1CCN(C(=O)CSc2ccc3nnc(-c4ccc(F)cc4)n3n2)CC1,-2%,3%,1.4%,-9%
C(#Cc1ccccc1)Cn1nnc2ccccc21,-24%,-20%,0.4%,-2%
CC(=O)Nc1ccc(Nc2ncnc3c2cnn3C)cc1,-4%,-16%[10.9 µM],-4.4%,-9%
Cc1ccc(/C=C/C(=O)O)cc1S(=O)(=O)N(C)CCO,18%,x,x,0%
FC(F)(F)c1cc(-c2ccccc2)nc2cc(-c3ccc(Br)cc3)nn12,-8%,-11%[10.9 µM],-1.4%,25%
N#Cc1cccc(-c2ccc3ncnc(NC4CCNCC4)c3c2)c1,7%,u,-0.1%[11.4 µM],0%
Cc1ccccc1NC(=O)CSc1nnc(C)c(=O)[nH]1,-2%,-7%[10.9 µM],0.3%,26%
Cc1cc(NC(=O)c2cc(-c3cccs3)on2)nn1Cc1ccc(Cl)cc1,-14%,-28%,5.4%,-28%
CC(=O)c1cccc(NC(=O)c2cccn2-c2nnc(N3CCCCC3)s2)c1,-10%,-5%[10.9 µM],2.0%,-11%
CCCCN(C)Cc1c(C)[nH]c2ccc(Cl)cc2c1=O,-11%,-2%,-0.2%,-1%
Cc1cc(NC(=O)CSc2nc3ccccc3c(=O)n2C2CCCC2)no1,-14%,-22%,1.0%,3%
Cn1c(Cn2c(=O)sc3ccccc32)nnc1SCC(=O)NCCc1ccccc1,-2%,-5%,2.8%,2%
CCc1ccc(NC(=O)c2ccc(CNS(=O)(=O)c3ccc4c(c3)C(C)(C)C(=O)N4C)cc2)cc1,-4%,-10%[10.9 µM],u,-10%
CC(C)c1ccc(CNc2nc(-c3ccco3)nn2S(=O)(=O)c2ccc3ccccc3c2)cc1,9%,-10%[10.9 µM],u,7%
N#C/C(=C\c1ccc(-c2ccc(Br)cc2)o1)C(=O)Nc1ccccc1O,4%,-5%[10.9 µM],4.0%,12%
Cc1cccc(Cn2c(SCCO)nc3c2c(=O)n(C)c(=O)n3C)c1,-5%,2%,1.0%,-3%
O=C(c1ccc(Cl)cc1)N1CCN(C(=O)c2ccco2)CC1,-9%,-5%,-0.6%,4%
Cc1onc(-c2ccccc2Cl)c1C(=O)Nc1ccccc1C(N)=O,5%,-11%,-0.6%,19%
COc1ccc(-c2cc(C(=O)Nc3c(C)nn(Cc4ccccc4Cl)c3C)no2)cc1OC,1%,-23%,8.8%,-16%
CCOC(=O)Cn1c(=O)n(-c2ccccc2OC)c2nc(-c3cccc(F)c3)nc(C(N)=O)c21,31%[activator],-11%[10.9 µM],u,1%
CCn1ccc2cc(S(=O)(=O)N3CCC(C(=O)NCCc4ccccc4Cl)CC3)ccc21,-1%,-16%[10.9 µM],u,-17%
O=C(NCC(F)(F)F)Nc1cccnc1,7%,-4%,-3.1%,4%
Cc1ccc(NC(=O)c2ccc3snnc3c2)cc1Cl,-5%,9%[10.9 µM],-1.2%,-12%
Cc1ccc2oc3c(c(=O)c2c1)C1(C(=O)N(C)c2ccccc21)N(CCCO)C3=O (configuration not stated),-4%,-2%[10.9 µM],-0.3%,14%
Clc1ccc(-n2ncc3c(NC4CCCC4)ncnc32)cc1,13µM*,-14%[10.9 µM],u,16µM*
CCOc1ccc(NC(=O)c2ccc(NC(=O)CCS(=O)(=O)c3cccs3)cc2)cc1,9%,-12%[10.9 µM],-1.4%,21%
CCOc1ccc(N(CC(=O)N2CCc3ccccc32)S(=O)(=O)c2c(C)noc2C)cc1,10%,-20%,4.9%,-21%
c1ccc(C(c2nnnn2Cc2ccco2)N2CCN(C3CCCC3)CC2)cc1 (configuration not stated),-7%,10%,u,-11%
Cc1ccc2c(c1)C(=O)OC(C(=O)Nc1ncc(Cc3ccccc3Cl)s1)C2 (configuration not stated),-1%,-5%[10.9 µM],u,8%
Cc1nn(Cc2ccc(Cl)c(Cl)c2)c(C)c1NC(=O)c1noc2c1CCc1ccccc1-2,19%,-4%[10.9 µM],37%,8%
CCSc1ccccc1C(=O)Nc1cccnc1,3%,3%,-0.2%,8%
Cc1ccccc1NC(=O)CSc1nc2ccc(NC(=O)c3ccco3)cc2s1,-17%,-5%[10.9 µM],u,-14%
CCCc1cc(=O)oc2cc(C)c3c(-c4cccc(OC)c4)coc3c12,7%,6%[10.9 µM],-0.7%,-5%
CCN1CCN(c2c(S(=O)(=O)c3ccccc3)cnc3ccc(Cl)cc23)CC1,12%,13%[10.9 µM],u,-16%
COC(=O)C(Cc1c[nH]c2ccccc12)NC(=O)COc1cccc(C)c1 (configuration not stated),0%,-8%[10.9 µM],u,13%
Cc1noc(NS(=O)(=O)c2ccc(NC(=O)COc3ccc(Cl)cc3Cl)cc2)c1C,10%,-1%,3.0%,-9%
COc1cccc(-c2cc(NCc3cccs3)ncn2)c1,25µM*,-47%[inhibitor],-1.2%[11.4 µM],u
COC(=O)c1ccccc1S(=O)(=O)NC(=O)c1ccccc1,3%,3%,-0.1%,3%
